High-throughput results as filed in PubChem BioAssay.
Diaph inh CS: counter-screen for diaphorase-based assays: diaphorase inhibitors and chemical oxidizers; AID 1217; inhibition, % at 20 µM; actives 0.69% (n = 190,000); diaphorase resazurin-to-resorufin fluorescence, NADH, 16 min; bacterial (C. kluyveri) enzyme, not human;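 active means primary screen inhibition at 20 µM above a set limit, cut at about 50% in these data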;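 further: plate controls were DMSO with full reaction for no effect and wells lacking NADH for full effect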
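System: Diaphorase enzyme from Clostridium kluyveri | Amount: Enzyme working solution with 0.14 U/mL diaphorase | Benchmarks: No-NADH positive control and DMSO neutral control | Signal: Fluorescence of resorufin formed from resazurin, Ex 544/Em 590 nm | Schedule: 16-min room-temperature incubation before reading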
NF-kB neuron act: compounds increasing NF-kB expression in human neuronal cells; NF-kB reporter expression; active compounds read high; fold change at 12.5 µM; actives 1.6% (n = 190,000); AID 1239; in the data active means fold change above about 3.3
STAT1 activator: activators of IFN-gamma induced STAT1 signaling | NIH 3T3 STAT1-luciferase reporter, luminescence; 100% = IFN-gamma alone, no compound | activation (% of control), % at 5.5 µM | actives 2.6% (n = 200,000);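 active means activation above the screen-wide mean activation plus 3 SD, cut at about 130% in these data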;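 further: raw ratio to IFN-gamma control signal so 100% means no change and 0% no light; values of inactives mirror those of a sister screen read the other way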
APP 5UTR inh: APP translation inhibition | SH-SY5Y APP 5'UTR-luciferase reporter, luminescence | inhibition, % at 2 µM | actives 0.82% (n = 190,000) | AID 1285;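 active means inhibition above a set limit, derived from the sample mean plus 3 SD, cut at about 45% in these data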; further: values of inactives mirror those of a sister screen read the other way
G6PDH counter: inhibits Leuconostoc G6PDH, flagging false hits in G6PDH-based assays | inhibition, % at 5 µM | Purified L. mesenteroides G6PDH, diaphorase/resazurin coupled fluorescence, 45 min | actives 0.12% (n = 200,000); in the data active means inhibition above about 50%
TLR4-MyD88 BLA: blocks binding of human TLR4 to MyD88; O00206+Q99836; actives 0.18% (n = 200,000); HeLa CL3-4 TLR4/MyD88 BLA complementation, FRET ratio; inhibition, % at 8.4 µM; in the data active means inhibition above about 25%;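 further: 0% = vehicle and 100% = reference inhibitor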
FLuc act counter: firefly luciferase counter-screen for stimulation assays. P08659. ATPlite luciferase biochemical, luminescence, 10 min; 0 = ATP-free wells, 1 = DMSO control. activation factor at 10 µM. 200,000 tested, under 10 active. AID 1027;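 active means luciferase activation factor, scaled between plate controls, of at least 2 with compound at 10 µM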
Target sequence (P08659 whole entry, looked up): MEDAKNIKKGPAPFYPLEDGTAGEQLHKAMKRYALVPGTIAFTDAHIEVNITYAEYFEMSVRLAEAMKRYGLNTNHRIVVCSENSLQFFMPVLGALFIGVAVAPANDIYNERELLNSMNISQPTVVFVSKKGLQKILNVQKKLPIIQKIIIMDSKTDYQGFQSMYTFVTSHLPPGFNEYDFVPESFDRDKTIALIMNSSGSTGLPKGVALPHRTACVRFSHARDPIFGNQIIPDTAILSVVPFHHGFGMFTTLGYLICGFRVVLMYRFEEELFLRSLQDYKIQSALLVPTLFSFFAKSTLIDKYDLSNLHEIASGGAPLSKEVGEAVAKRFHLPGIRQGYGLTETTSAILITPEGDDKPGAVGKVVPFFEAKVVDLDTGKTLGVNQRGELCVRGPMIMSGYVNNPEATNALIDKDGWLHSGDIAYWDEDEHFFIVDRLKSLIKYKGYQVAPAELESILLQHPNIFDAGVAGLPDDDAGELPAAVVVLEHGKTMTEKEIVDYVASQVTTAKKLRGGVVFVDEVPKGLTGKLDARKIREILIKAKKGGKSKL
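Material: luciferase plus luciferin reagent, cell-free. Medium: PBS buffer for ATP. Also added: ATP substrate, dispensed from a 10.24 µM working solution in PBS. Doses: test compounds dosed from 2 mM stocks in 100% DMSO. Incubation: 10 min post-reagent at room temperature. Technique: light output (luminescence). Read-out basis: luminescence gain marking luciferase activators.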
APP 5'UTR act: activates APP 5'UTR luciferase reporter | SH-SY5Y APP 5'UTR luciferase reporter, luminescence; zero percent = DMSO vehicle wells | activation, % at 2 µM | actives 1% (n = 190,000);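 active means activation above a set limit, based on mean plus 3 SD of controls, cut at about 140% in these data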; further: values of inactives mirror those of a sister screen read the other way
Diaph act CS: counter-screen for diaphorase-based assays: diaphorase activators and chemical reducers. actives 0.005% (n = 190,000). activation factor at 20 µM. Diaphorase/resazurin coupled assay, resorufin fluorescence, 16 min; active compounds read high; 1 = vehicle wells, 0 = NADH-free wells;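 active means diaphorase activity raised at least twofold by the compound at 20 µM; inactive means activation factor below 2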
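Assay system: Purified diaphorase enzyme from Clostridium kluyveri | Amount: Enzyme 0.07 U/mL final | Dosing: Compound 20 µM once, DMSO 1% | Timing: 16 min reaction at room temperature | Detection: Fluorescence, excitation 544 nm and emission 590 nm | Evaluation: Higher resorufin formation from activation or reduction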
FLuc inhib CS: Photinus pyralis luciferase inhibition counter-screen | P08659 | ATPLite firefly luciferase biochemical luminescence, 10 min | inhibition, % at 10 µM | actives 1.5% (n = 200,000) | AID 1006;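 active means inhibition above about 50% when tested at 10 µM, limit read from the data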
Starred values were filed as active, the others as inactive; · = not tested or not shown. Compounds were not picked by outcome. Share with any hit: about 5.6%.

structure	Diaph inh CS	NF-kB neuron act	STAT1 activator	APP 5UTR inh	G6PDH counter	TLR4-MyD88 BLA	FLuc act counter	APP 5'UTR act	Diaph act CS	FLuc inhib CS
NC1=NCC(O)=C1c1nc2ccccc2[nH]1	-2	1.1	78	-11	0	7	1.1	11	1	-7
Cc1ccc(C)c(N2CCN(C(=S)Nc3ccc4nc(N5CCN(C)CC5)cc(C)c4c3)CC2)c1	-24	0.77	95	-6	2	10	1.1	6	1.2	-6
COC(=O)c1ccccc1NC(=O)c1ccc(COc2ccccc2)o1	18	1.2	106	-8	-4	8	1.1	9	0.8	-5
CN(C)c1nc(N)nc(CSc2n[nH]c(-c3ccccc3)n2)n1	1	1.2	103	-2	1	-1	1	2	1	4
CC1CN(C(=O)c2ccccc2)C(=Nc2cccc(S(=O)(=O)N(C)C)c2)S1 (centres undefined)	4	1	93	-4	1	11	1	4	1	-4
CCOC(=O)c1c(C)[nH]c(C(=O)COC(=O)C(C)Oc2ccc(Cl)cc2Cl)c1C (centres undefined)	24	0.96	96	7	-22	0	1.2	-7	0.8	-16
CCOc1cc(C2C(C(=O)c3ccc(C)cc3)=C(C(=O)OC)Nc3nnnn32)ccc1O (centres undefined)	7	1.2	103	16	8	4	1	-17	0.9	-3
O=c1[nH]nc(Cc2ccc(-c3ccccc3Cl)o2)c2ccccc12	11	1.3	93	6	3	-2	1.1	-6	0.9	-10
O=[N+]([O-])c1ccc(N/N=C/c2sc(N3CCOCC3)nc2-c2ccccc2)c(S(=O)(=O)Nc2ccc(Cl)cc2)c1	5	1.1	90	6	4	6	1	-6	0.9	4
CC(O)CNc1nc2ccccc2n1CC(=O)NCC(F)(F)F (centres undefined)	8	1.1	100	-26	3	-11	1.1	26	0.9	-10
Cc1ccc(NC(=O)CCSCCC(=O)Nc2ccc(C)c(C)c2)cc1C	16	0.92	93	0	7	3	1	0	0.8	3
Nc1c(C(=O)NC2CC2)sc2nc3c(c(-c4ccco4)c12)CC/C3=C/c1ccco1	87*	0.67	97	51*	13	7	0.9	-51	0.1	6
Cc1nc2ccccn2c1C(=O)N/N=C/c1ccc(CNC(=O)C(=O)Nc2ccccc2)o1	6	1	90	6	-2	-2	0.7	-5	0.9	31
COc1cccc(NC(=O)NCCCSC2CCCCC2)c1	19	0.87	96	-27	0	-1	1.1	27	0.8	-8
O=C(Nc1ccc2nc(-c3ccccn3)c(-c3ccccn3)nc2c1)N1CCOCC1	58*	1.1	92	-4	25	14	1.1	4	0.4	-9
COC(=O)C1CCN(C(c2ccc(OC)c(OC)c2)c2sc3nc(C)nn3c2O)CC1 (centres undefined)	12	0.99	·	5	-15	·	1.1	-5	0.9	-6
C/C=C/C(=O)OCC(=O)Nc1cccc(Br)c1	3	1.1	106	8	4	-9	1.1	-8	1	-9
Cc1ccc(C(=O)CSc2cc(C)nc(SCC(=O)c3ccccc3)n2)cc1	24	0.97	92	-11	-7	-14	1.1	11	0.8	-5
COC(=O)c1cc2sc(Cl)cc2n1Cc1nc(-c2cccc(C)c2)oc1C	-12	1	100	2	17	-1	1.1	-2	1.1	-7
O=C(NCc1ccccc1)c1ccc(S(=O)(=O)N2CCCc3ccccc32)cc1	22	1.1	97	-6	2	-3	1.1	6	0.8	-9
COc1ccc(/C=C/C(=O)c2ccc(NS(=O)(=O)c3ccc(C)cc3)cc2)cc1O	30	1.4	94	5	-7	14	1	-5	0.7	-2
CC(C)Cc1nc(N2CCN(C(=O)C(C)C)CC2)c(C#N)c2c1CCC2	4	1.1	102	9	2	-11	1.1	-9	1	-6
Cc1sc2ncn(CC(=O)NCC(=O)N(C)C3CCCCC3)c(=O)c2c1C	14	0.97	104	·	6	3	1.1	·	0.9	-6
CCOC(=O)CSc1ccc2nnc(-c3cccs3)n2n1	15	0.9	95	-4	2	-4	1.1	4	0.9	-9
Cc1ccccc1OCc1nnc(SCC(=O)N2CCc3ccccc32)n1C	25	1.4	97	-19	2	4	1.1	19	0.8	-7
CCn1c2ccccc2c2cc(NC(=O)COC(=O)c3cccc(S(=O)(=O)NC)c3)ccc21	15	0.75	108	-29	7	-6	1	29	0.8	-5
CCC(CC)C(=O)c1c[nH]c(C(=O)NCC2CCCO2)c1 (centres undefined)	11	0.9	102	3	9	-10	0.9	-3	0.9	9
CCOC(=O)c1c(CSC(=N)N)n(-c2ccc(C)cc2)c2cc(Br)c(OC(C)=O)cc12	-28	1.8	97	-5	13	-12	1.1	5	1.3	-9
O=C(Nc1ccccc1)N(CCN1CCOCC1)Cc1ccccc1F	9	1.3	99	4	-1	7	1.1	-5	0.9	-5
Cc1ccc(CN=C(N)Nc2nc(C)cc(C)n2)cc1	-8	1.5	92	71*	12	9	1.1	-71	1.1	-11
Cc1ccc(/C=C(/C#N)c2nc(CCN3C(=O)c4ccccc4C3=O)cs2)cc1	17	0.93	100	-4	2	-8	1.1	4	0.8	-6
COC(=O)c1ccc(NC(=O)NS(=O)(=O)c2ccc(C)cc2)cc1	8	1	100	1	2	-5	1	-1	0.9	-3
O/N=C/c1ccccc1OCc1ccccc1F	12	1.7	102	-3	2	1	1	3	0.9	-3
O=C(CC1CCCCC1)NC1CCCC1	-3	1.4	102	-12	-2	-22	1	13	1	-3
CCCOc1cc(C)nc(-c2ccccc2O)n1	6	1.1	95	1	4	8	1	-1	0.9	-4
Cc1ccc(N(CC(=O)N/N=C/c2cccs2)S(C)(=O)=O)cc1Cl	1	1.3	100	-5	5	-1	1	5	1	-2
COC(=O)c1cccc(NC(=S)NCCC2=CCCCC2)c1	4	1.1	76	-20	10	-5	1	20	1	-2
OC(CNCc1ccccc1)Cn1ccc2ccccc21 (centres undefined)	4	0.98	97	-8	16	-6	1.1	8	1	-10
CCn1c(COc2ccc3c(c2)OCO3)nnc1SCC(=O)c1ccc(Cl)cc1	9	1.1	101	-3	8	10	1.1	3	0.9	-9
CC(C)(C)c1cc(C(=O)O)c(CN2CCCCC2)o1	9	0.98	97	5	5	-12	1.1	-5	0.9	-8
COc1ccc(Cn2c(=S)[nH]c3ccsc3c2=O)cc1	45	1	99	10	1	-10	1	-10	0.6	-2
COc1ccc(-c2nnc3ccc(SCC(=O)NCC4CCCO4)nn23)cc1 (centres undefined)	15	1.4	88	-10	-11	-5	1.1	10	0.8	-8
Cc1ccc(/C=N/NC(=O)c2ccc(Cn3cc([N+](=O)[O-])cn3)o2)cc1	16	1.7	106	6	6	-2	0.6	-6	0.8	45
CCOC(=O)C1CCCN(c2nc3ccccc3nc2C(C#N)C(=O)OC(C)COC)C1 (centres undefined)	16	0.62	101	16	13	10	1	-16	0.8	-4
O=C(CN1CCCCC1)N1c2ccccc2CCc2ccccc21	-4	1.1	99	12	3	1	1	-12	1	-1
COCCNC(=O)c1nc2ccccc2s1	7	1.4	104	-10	-1	-2	1	10	0.9	0
CN(c1ccccc1)c1ccc(/C=N/NC(=O)CC#N)cc1	6	1	103	15	4	-1	0.9	-15	0.9	9
CCc1ccc(Nc2nnc(SCc3cc(=O)n4ccsc4n3)s2)cc1	20	0.52	103	3	6	-4	1	-3	0.8	-1
O=c1cc(N2CCOCC2)[nH]c(=O)n1Cc1ccc(F)cc1	13	1	103	·	7	-5	1.1	·	0.9	-8
COCCN1Cc2cccc(C(=O)NCc3ccc4c(c3)OCO4)c2C1=O	18	1	95	16	23	1	1	-16	0.8	-2
COC(=O)c1ccc(S(=O)(=O)N2C3CCC2CC(NC(=O)C2CC2)C3)cc1 (centres undefined)	12	1.1	102	-2	11	1	1	2	0.9	0
CCS(=O)(=O)Nc1cccc(C2=NN(S(=O)(=O)CC)C(c3ccccc3)C2)c1 (centres undefined)	13	1.1	97	-2	2	0	1	2	0.9	-2
O=C(N1CCCCCC1)N1CCN(S(=O)(=O)N2CCOCC2)CC1	10	1.1	99	2	0	-6	1.1	-2	0.9	-8
Cc1cccc(C)c1-n1nnnc1S(=O)(=O)Cc1ccccc1Cl	2	1	94	4	-7	1	1	-4	1	5
CCSC1=NCN(CCCC(=O)O)CN1	11	1.6	97	14	12	-8	1	-14	0.9	-1
CCNC(=O)N1CCCC(C(=O)c2ccc(OC)c(OC)c2)C1 (centres undefined)	-2	0.99	99	-11	10	2	1	11	1	-3
c1ccc(CNc2nc3ccccc3[nH]2)cc1	16	1.3	106	-38	4	-4	0.4	37	0.8	64*
COC(=O)c1cc(-c2ccccc2)sc1N	18	2.7	112	11	3	2	1	-11	0.8	1
CC(=O)C1=C(O)C(=O)N(Cc2ccccc2)C1c1ccccc1F (centres undefined)	0	0.96	99	-14	6	-2	1.1	14	1	-10
CCOC(=O)c1cc2sccc2n1CC(=O)C(C)(C)C	10	1.1	99	10	19	1	1	-10	0.9	-1

A different layout for part of the listing above.
> O=C(CN1CCCCC1)N1c2ccccc2CCc2ccccc21
  Diaph inh CS = -4; NF-kB neuron act = 1.1; STAT1 activator = 99; APP 5UTR inh = 12; G6PDH counter = 3; TLR4-MyD88 BLA = 1; FLuc act counter = 1; APP 5'UTR act = -12; Diaph act CS = 1; FLuc inhib CS = -1
> COCCNC(=O)c1nc2ccccc2s1
  Diaph inh CS = 7; NF-kB neuron act = 1.4; STAT1 activator = 104; APP 5UTR inh = -10; G6PDH counter = -1; TLR4-MyD88 BLA = -2; FLuc act counter = 1; APP 5'UTR act = 10; Diaph act CS = 0.9; FLuc inhib CS = 0
> CN(c1ccccc1)c1ccc(/C=N/NC(=O)CC#N)cc1
  Diaph inh CS = 6; NF-kB neuron act = 1; STAT1 activator = 103; APP 5UTR inh = 15; G6PDH counter = 4; TLR4-MyD88 BLA = -1; FLuc act counter = 0.9; APP 5'UTR act = -15; Diaph act CS = 0.9; FLuc inhib CS = 9

More results follow.
structure	Diaph inh CS	NF-kB neuron act	STAT1 activator	APP 5UTR inh	G6PDH counter	TLR4-MyD88 BLA	FLuc act counter	APP 5'UTR act	Diaph act CS	FLuc inhib CS
O=C(CCCOc1ccc(Cl)cc1Cl)Nc1ccccn1	12	1.1	105	-33	18	-4	1	33	0.9	2
O=C(CS(=O)(=O)Cc1ccccc1)Nc1ccc(S(=O)(=O)N2CCOCC2)cc1	6	1	104	2	-8	10	1.1	-2	0.9	-5
O=C(Nc1ccc(Cl)cc1C(F)(F)F)c1ccccc1Cl	13	1.2	107	-12	19	-8	1	12	0.9	3
O=c1/c(=C/c2ccco2)sc2n1CN(c1ccccc1)CN=2	15	1.1	107	2	-7	-5	1	-2	0.9	-1
O=C(NCc1ccncc1)C(=O)N/N=C/c1cccnc1	13	1	97	-7	9	2	1.1	7	0.9	-10
COc1ccc(/C=N\NC(=S)SCN2C(=O)C3CCC(C)(C2=O)C3(C)C)cc1 (centres undefined)	·	1.4	96	-89	·	1	·	89	·	·
Nc1ccc(O)c2c1C(=O)c1ccccc1C2=O	32	1.6	103	-3	0	14	0.8	3	0.7	16
O=C(Cc1coc2cc3c(cc12)CCC3)OCc1cc(=O)n2c(n1)sc1ccccc12	4	1.4	110	-2	4	4	1	2	1	-3
